Bioassay records from PubChem.
TSHR antagonist: human thyrotropin receptor antagonism. activity change, negative = inhibition, % at 11.5 µM. P16473. TSHR-expressing cells, TSH-stimulated cAMP HTRF, 2 h; active compounds read low. 330,000 tested, 0.2% active;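 active = activity change below a set negative limit, meaning inhibition stronger than a set level, cut at about -70% in these data; inconclusive = activity change between two set negative limits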; also: % is scaled to controls: 0 for no effect and ±100 for the full control effect
Target sequence (P16473 whole entry, looked up): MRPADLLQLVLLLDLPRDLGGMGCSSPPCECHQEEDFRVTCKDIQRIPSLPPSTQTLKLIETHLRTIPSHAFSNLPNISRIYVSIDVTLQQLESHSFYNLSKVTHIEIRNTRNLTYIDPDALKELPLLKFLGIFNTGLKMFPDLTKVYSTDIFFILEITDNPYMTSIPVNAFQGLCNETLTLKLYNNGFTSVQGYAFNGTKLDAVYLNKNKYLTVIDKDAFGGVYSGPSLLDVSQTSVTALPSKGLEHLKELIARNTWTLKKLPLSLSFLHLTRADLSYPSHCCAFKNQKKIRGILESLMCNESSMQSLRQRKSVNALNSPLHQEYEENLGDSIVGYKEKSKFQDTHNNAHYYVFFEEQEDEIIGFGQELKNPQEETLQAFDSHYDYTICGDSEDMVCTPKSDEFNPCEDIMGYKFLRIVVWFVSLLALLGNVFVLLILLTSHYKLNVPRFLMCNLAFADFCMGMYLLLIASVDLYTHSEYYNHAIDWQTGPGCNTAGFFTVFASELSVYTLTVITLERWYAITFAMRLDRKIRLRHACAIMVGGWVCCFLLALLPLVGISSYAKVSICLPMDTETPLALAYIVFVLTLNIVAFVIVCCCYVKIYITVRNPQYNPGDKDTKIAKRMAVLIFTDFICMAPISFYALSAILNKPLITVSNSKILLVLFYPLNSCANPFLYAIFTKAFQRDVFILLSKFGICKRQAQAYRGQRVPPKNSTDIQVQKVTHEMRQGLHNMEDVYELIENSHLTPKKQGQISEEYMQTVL
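Inhibition of cAMP made by TSHR-expressing cells under TSH stimulation (4nM final, EC80; 2 h, 37 deg C) is quantified with a one-step lysis HTRF kit, anti-cAMP cryptate versus cAMP-d2.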
USP2a block: inhibitors of human ubiquitin-specific protease USP2a; O75604; USP2 core, Ub-CHOP2 coupled fluorogenic reporter, 485/531; Potency, µM (series often up to 38.3 µM), inactives show at the highest dose activity change, negative = inhibition, most hits filed as inhibitors; 330,000 tested, 0.01% active;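 also: potency is read from the fitted curve at half-maximal effect; plate controls were DMSO wells for no effect and full inhibition by NEM control for full effect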
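USP2 core (10nM final) preincubated 30min RT with compound in 20mM Tris-HCl pH 8.0, 2mM CaCl2, 2mM beta-mercaptoethanol, 0.05% CHAPS; 25nM Ub-CHOP2 plus 25nM reporter substrate added, fluorescence (Ex485/Em531) read after 60min.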
Eya2 inh: Eya2 (human) phosphatase inhibition. AID 488837. recombinant Eya2, OMFP fluorescence dephosphorylation (OMFP is methylfluorescein phosphate). O00167. 330,000 tested, 0.006% active. Potency, µM (doses to about 76.9 µM), inactives show top-dose activity, negative = inhibition, usual class: inhibitors; also: potency is read from the fitted curve at half-maximal effect; % is scaled to controls: 0 for no effect and ±100 for the full control effect
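Eya2 (0.2 uM) preincubated 10 min at ambient with compound, then OMFP substrate added at 50 uM; 10 min reaction in 50 mM HEPES pH 7.5, 50 mM NaCl, 5 uM MgCl2, 0.05% BSA, 1 mM DTT. Fluorescence read at Ex 485/Em 525 nm.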
KCNH2 WT inh: inhibitors of human wildtype KCNH2 potassium channel | U2OS, BacMam KCNH2, thallium flux FluxOr; active compounds read low | Q12809 | activity change, % at 1.84 µM | 340,000 tested, 0.37% active | AID 720551;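 active = maximum activity change below -70%; inconclusive = maximum activity change between -70% and -50%; inactive = maximum activity change above -50%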; also: % is scaled to controls: 0 for no effect and ±100 for the full control effect
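U2OS cells transduced with wild-type KCNH2 virus are loaded with FluxOr dye for 45 min, and thallium flux is measured in kinetic reads before and after stimulation buffer. Rate constants are normalized to DMSO controls.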
A-T KAP1 phos: potential ataxia-telangiectasia treatment | […] A-T fibroblasts, KAP-1 phosphorylation AlphaLISA; neocarzinostatin DNA damage 30 min before lysis | Potency, µM (series often up to 57.5 µM), inactives show top-dose activation, actives largely listed as activators | 320,000 tested, 0.19% active; also: potency is read from the fitted curve at half-maximal effect; % of control where 0% means no effect; nearly all actives have a fitted effect of over 45% in size
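hTERT-immortalized A-T patient fibroblasts ([…]), 500 cells/well in OPTI-MEM, 1% FBS, got compounds for 60 min, then NCS for 30 min at 37C. Lysates were then assayed for phospho-KAP-1 by AlphaLISA (anti-pKAP1 donor, anti-KAP1 acceptor beads), 6 hr at 25C.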
TCR activator: activators of T cell receptors; primary human leukocytes, anti-CD3, IL-2 HTRF, 48 h; Potency, µM (top dose mostly 9.22 µM), for the others: at the top dose activation of IL-2 secretion, actives largely listed as activators; 330,000 tested, under 10 active; also: % of control where 0% means no effect
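Activity was scored as IL-2 release from primary human leukocytes given only a TCR signal (a-CD3 beads) plus compound for 48 hr. Detection used a two-antibody HTRF format read at 665nm.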
ELG1 repair inh: ELG1-dependent DNA repair inhibition; Potency, µM (titrated, usually from 46.1 µM), without a hit: at the top dose activity change, negative = inhibition, usual class: inhibitors; 330,000 tested, 2.3% active; HEK293T ELG1-luciferase reporter, luminescence, 16 h; DNA damage induced by 5-fluorouridine; also: potency is read from the fitted curve at half-maximal effect; % is scaled to controls: 0 for no effect and ±100 for the full control effect; nearly all actives have a fitted effect of over 55% in size
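HEK293T cells expressing luciferase-tagged ELG1 (2,000/well) received 5-Fluorouridine plus compound or DMSO for 16 hr at 37 °C. Luciferase was read by ONE-Glo luminescence after 30 min at room temperature.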
KCNH2 3.1 block: inhibitors of human KCNH2 3.1 potassium channel isoform | U2OS KCNH2 3.1, thallium flux FluxOr; active compounds read low | activity change, % (tested at about 1.8 µM) | 340,000 tested, 0.95% active | AID 720553;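 active = maximum activity change below -70%; inconclusive = maximum activity change from -70% to -50%; inactive = maximum activity change above -50%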;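 also: thallium influx rate constant from kinetic fluorescence after stimulation buffer; % is scaled to controls: 0 for no effect and ±100 for the full control effect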
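Kinetic fluorescence (2 min after stimulation buffer) measures Tl+ influx through KCNH2 3.1 expressed by viral transduction in U2OS cells; the rate constant is normalized against DMSO controls serving as positive and negative references.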
TRPV1 agonist: human TRPV1 agonism; 320,000 tested, 0.19% active; activation, % at 8.33 µM; AID 540275; Q8NER1; TRPV1-expressing cells, Fluo-8 calcium influx, agonist mode; in the data active = activation above about 80%; inconclusive = between about 30% and that limit; also: 0% is about no effect
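TRPV1-expressing cells were cultured overnight at 35.5C and loaded with Fluo-8 calcium dye for 40 to 90 min at room temperature. After a 10 s baseline, compound was added and calcium influx was read kinetically for 3 min (ex 480/em 520 nm).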
Mito fusion yeast: blocks mitochondrial division or promotes mitochondrial fusion. S. cerevisiae fusion-defective mutant growth rescue, CellTiterGlo 48 h. Potency, µM (doses to about 46.1 µM), inactives show at the highest dose growth rescue (activation), actives largely listed as activators. 320,000 tested, 0.23% active. AID 485298;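 also: potency is read from the fitted curve at half-maximal effect; % of control where 0% means no effect; nearly all actives have a fitted effect of over 45% in size; temperature-sensitive fusion mutants such as fzo1-1 at 37 °C on non-fermentable ethanol glycerol medium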
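Compounds are tested for their ability to restore growth of mitochondrial fusion-defective yeast strains at non-permissive 37C in YPEG medium over 48 hours. Viability is quantified by luciferase luminescence.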
An asterisk follows results filed as active; ? = inconclusive; . = not tested or not shown; [ ] = remark or other dose. Unless noted, calls follow the shape of the dose curve; as a rule, active = well fitted curve in the direction sought with a large enough effect; inconclusive = small, poorly fitted or top-dose-only effect, or another doubt; inactive = no such curve, though single readings can be large; an effect the other way counts as inactive or inconclusive. These rows are one share of the data (hit frequency here may not be typical).

| structure | TSHR antagonist | USP2a block | Eya2 inh | KCNH2 WT inh | A-T KAP1 phos | TCR activator | ELG1 repair inh | KCNH2 3.1 block | TRPV1 agonist | Mito fusion yeast |
| --- | --- | --- | --- | --- | --- | --- | --- | --- | --- | --- |
| CC(C)CCN(C(=O)c1csnn1)C(C(=O)NC1CCCCC1)c1ccc(F)cc1 (centres undefined) | -5 | -4% | -6% | 7 | 3% | 5% | 1% | -6 | ? | 2% |
| COc1ccccc1Nc1nc(-c2cccc([N+](=O)[O-])c2)nc2ccccc12 | 26 | -3% | -2% | -6 | 26% | 13% | -9% | -4 | -1 | -3% |
| O=C(NCc1ccc(F)cc1)C1CCN(C(=O)Nc2ccc(F)cc2)CC1 | 25 | 1% | 2% | 25 | 12% | -9% | 1% | 11 | -2 | 1% |
| Cn1cnc(S(=O)(=O)N2CCN(C(c3ccc(F)cc3)c3ccc(F)cc3)CC2)c1 | 10 | -1% | 5% | -5 | -3% | -2% | ? | 10 | 23 | 18% |
| Cc1cc(-c2nc(C)c(C(=O)NNC(=O)NC(C)C)s2)no1 | -4 | -1% | -15% | -5 | -2% | 3% | ? | 1 | 1 | 3% |
| N#CC1=C(N)Oc2cc(N)ccc2C1c1cccnc1 (centres undefined) | 7 | 1% | 4% | 22 | -5% | -12% | -12% | 6 | -3 | -5% |
| COc1cccc(N=Nc2c(=O)[nH]n3c(C)cc(C)nc23)c1 | -20 | 2% | -10% | -4 | -18% | 2%[46.1 µM] | -2% | -7 | 0 | -1% |
| O=C(Cn1ncn2c(cc3ccccc32)c1=O)NCCC1=CCCCC1 | -5 | 3% | 11% | -20 | 4% | -9% | -7% | 7 | 15 | 6% |
| Cc1ccc(Oc2ccc(OCC(=O)NC3CCS(=O)(=O)C3)cc2)cc1 (centres undefined) | -22 | -2% | -3% | -7 | -12% | 2% | 12µM* | -14 | -3 | 28% |
| COc1ccc(/C(=C/c2ccc(OC(F)F)c(OC)c2)C(=O)O)cc1OC | 14 | 6% | -4% | -21 | -1% | 0%[46.1 µM] | ? | 0 | 2 | -18% |
| CCCn1c(=N)c(S(=O)(=O)c2ccc(F)cc2)cc2c(=O)n3ccccc3nc21 | -4 | 3% | 2% | -8 | -8% | -7% | 0% | -6 | ? | 0% |
| COCCN(C(=S)Nc1ccc(OC)cc1)C1CCN(C(C)=O)CC1 | 2 | 3% | 5% | -2 | -2% | -1% | 21% | -2 | -2 | 0% |
| O=C(C1=C(O)C(=O)N(CCN2CCOCC2)C1c1ccc([N+](=O)[O-])cc1)c1cccs1 (centres undefined) | 4 | -2% | -4% | -2 | 9% | -1% | 21% | 14 | 0 | 8% |
| N#CC12CCCCC1CC1CCCCC1(C#N)N2Cc1cccnc1 (centres undefined) | 1 | 0% | 6% | 9 | 0% | -13% | 8% | 1 | -2 | 3% |
| COc1ccc(NS(=O)(=O)c2ccc(Oc3c(C#N)cccc3C#N)cc2)cc1 | -19 | 1% | 7% | 3 | -7% | 12% | 2.3µM* | 20 | 27 | 0% |
| CCCCCCC(=O)Nc1c2c(nc3ccccc13)N(C)CC2 | . | . | . | -101* | . | 0% | . | -95* | -3 | -10% |
| CN1C(=O)/C(=C/c2ccccc2OCc2cccc(F)c2)NC1=S | -12 | 0% | -4% | 1 | 3% | -6% | ? | 1 | 4 | 0% |
| O=C(Nc1ccccc1)C1=C[C@H](c2coc3ccccc3c2=O)C[C@H](OCCCCO)O1 | -12 | 5% | -2% | 10 | -15% | 11% | ? | 8 | -1 | 1% |
| COc1ccc(S(=O)(=O)N2CCOCC2)cc1NC(=O)c1ccc(OC(F)F)cc1 | 6 | -7% | -31% | -4 | 4% | -2% | -8% | ? | 1 | 15% |
| O=C(NCCN1CCOCC1)C1CCN(S(=O)(=O)N2CCCCC2)CC1 | 4 | -1% | 2% | -2 | 10% | 6% | 8% | 5 | 1 | 2% |
| COc1ccc(Cl)cc1/C=N/NC(=O)c1c(-c2ccccc2)noc1C | -13 | -1% | -22% | 38 | -3% | 1% | 1% | 8 | -1 | 1% |
| O=c1oc2c3c4c(cc2c(C(F)(F)F)c1CCN1CCOCC1)CCCN4CCC3 | -6 | 6% | 18% | -2 | 2% | 1% | -2% | -16 | 17 | -3% |
| CCOC(=O)N1CCN(S(=O)(=O)c2cc([N+](=O)[O-])c(C)cc2C)CC1 | 2 | 0% | 6% | -1 | 2%[11.5 µM] | 2% | 0% | 2 | 8 | -4% |
| O=C(NC1CCN(C(=O)c2ccccc2Br)CC1)c1ccccc1 | 0 | 2% | 9% | -2 | 0% | 11% | -12% | -2 | -5 | -1% |
| CC(=O)NC(CCS(C)(=O)=O)C(=O)Nc1ccccc1C (centres undefined) | 0 | -1% | -2% | -1 | 9% | 5% | -2% | 11 | -4 | 2% |
| C=CCNC(=O)C(=O)NCCCN1CCOCC1 | 3 | 1% | 4% | -3 | -8% | -4% | 1% | 11 | -3 | 2% |
| NC(=O)C1CC=CCC1C(=O)OCC(Cl)=C(Cl)Cl (centres undefined) | 1 | 0% | 3% | -2 | 1% | 1% | ? | 0 | 0 | 1% |
| COc1ccc(NS(=O)(=O)c2ccc3oc(=S)[nH]c3c2)cc1 | -9 | 1% | -7% | 4 | 5% | 0% | ? | 18 | 2 | 0% |
| CCOc1ccc(-c2nnc(SCC(=O)NC(C)(C)C)nc2-c2ccc(OCC)c(OC)c2)cc1OC | 0 | -10% | -2% | 8 | -4% | -5% | -18% | -11 | -4 | 3% |
| Cc1ccc(S(=O)(=O)N(C)c2ccc(OCC(=O)Nc3nc4c(ccc5ccccc54)s3)cc2)cc1 | -6 | -7% | -3% | -3 | 0% | 5%[46.1 µM] | -23% | -24 | -4 | -5% |

More results follow.
molecule,TSHR antagonist,USP2a block,Eya2 inh,KCNH2 WT inh,A-T KAP1 phos,TCR activator,ELG1 repair inh,KCNH2 3.1 block,TRPV1 agonist,Mito fusion yeast
CCCS(=O)(=O)NCCc1cc2ccc(C)cc2[nH]c1=O,-1,-1%,2%,6,0%,-7%[46.1 µM],28%,16,4,3%
O=C(NCc1cccnc1)c1ccccc1NS(=O)(=O)c1ccc(F)cc1F,3,1%,19%,2,-3%,12%,?,-1,0,-1%
C=CCn1c(SC2CCOC2=O)nc2scc(C3CC3)c2c1=O (centres undefined),-4,0%,21%,-10,1%,0%,8%,-10,1,0%
O=C(Cn1cnc2c(nnn2-c2ccccc2)c1=O)N1CCC(Cc2ccccc2)CC1,-4,1%,5%,8,6%,10%,?,-4,8,6%
COc1ccc(CNC(=O)c2cnn3c(C(F)F)cc(C)nc23)cc1,-1,1%,5%,-4,1%,-5%[46.1 µM],?,14,4,-9%
Cc1nnc(SCC(=O)NC(=O)NC(C)C)s1,-1,3%,14%,.,10%,-6%,11%,-18,1,3%
O=S(=O)(Cc1ccco1)Cc1nc(-c2ccc(Cl)cc2)cs1,5,-2%,1%,-4,0%,-9%,-4%,-2,13,-8%
CCOc1cc(/C=C2\NC(=O)NC2=O)ccc1OC(C)C(=O)O (centres undefined),-10,3%,4%,3,15%,-3%,0%,8,0,0%

Eight entries from above, with values under each structure:
Below each compound: TSHR antagonist, USP2a block, Eya2 inh, KCNH2 WT inh, A-T KAP1 phos, TCR activator, ELG1 repair inh, KCNH2 3.1 block, TRPV1 agonist, Mito fusion yeast
COc1ccc(/C(=C/c2ccc(OC(F)F)c(OC)c2)C(=O)O)cc1OC
 : 14, 6%, -4%, -21, -1%, 0%[46.1 µM], ?, 0, 2, -18%
CCCn1c(=N)c(S(=O)(=O)c2ccc(F)cc2)cc2c(=O)n3ccccc3nc21
 : -4, 3%, 2%, -8, -8%, -7%, 0%, -6, ?, 0%
COCCN(C(=S)Nc1ccc(OC)cc1)C1CCN(C(C)=O)CC1
 : 2, 3%, 5%, -2, -2%, -1%, 21%, -2, -2, 0%
O=C(C1=C(O)C(=O)N(CCN2CCOCC2)C1c1ccc([N+](=O)[O-])cc1)c1cccs1 (centres undefined)
 : 4, -2%, -4%, -2, 9%, -1%, 21%, 14, 0, 8%
N#CC12CCCCC1CC1CCCCC1(C#N)N2Cc1cccnc1 (centres undefined)
 : 1, 0%, 6%, 9, 0%, -13%, 8%, 1, -2, 3%
COc1ccc(NS(=O)(=O)c2ccc(Oc3c(C#N)cccc3C#N)cc2)cc1
 : -19, 1%, 7%, 3, -7%, 12%, 2.3µM*, 20, 27, 0%
CCCCCCC(=O)Nc1c2c(nc3ccccc13)N(C)CC2
 : ., ., ., -101*, ., 0%, ., -95*, -3, -10%
CN1C(=O)/C(=C/c2ccccc2OCc2cccc(F)c2)NC1=S
 : -12, 0%, -4%, 1, 3%, -6%, ?, 1, 4, 0%
